bIAP activator – intestinal alkaline phosphatase (bovine) activation. purified bovine IAP, CDP-star luminescence, 30 min; hits give high values; fold of DMSO-control signal, blank-subtracted. activation factor at 20 µM. hit rate 0.17% among 200,000. AID 1016;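 active means activation factor of 2 or more at 20 µM, a signal rise over negative controls twice the positive control's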
FLuc inhib CS – counter-screen for luciferase assay inhibitors: firefly luciferase inhibition. ATPLite firefly luciferase biochemical luminescence, 10 min. inhibition, % at 10 µM. hit rate 1.5% among 200,000. AID 1006;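 active means inhibition above about 50% when tested at 10 µM, limit read from the data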
Target sequence (P08659 whole entry, looked up): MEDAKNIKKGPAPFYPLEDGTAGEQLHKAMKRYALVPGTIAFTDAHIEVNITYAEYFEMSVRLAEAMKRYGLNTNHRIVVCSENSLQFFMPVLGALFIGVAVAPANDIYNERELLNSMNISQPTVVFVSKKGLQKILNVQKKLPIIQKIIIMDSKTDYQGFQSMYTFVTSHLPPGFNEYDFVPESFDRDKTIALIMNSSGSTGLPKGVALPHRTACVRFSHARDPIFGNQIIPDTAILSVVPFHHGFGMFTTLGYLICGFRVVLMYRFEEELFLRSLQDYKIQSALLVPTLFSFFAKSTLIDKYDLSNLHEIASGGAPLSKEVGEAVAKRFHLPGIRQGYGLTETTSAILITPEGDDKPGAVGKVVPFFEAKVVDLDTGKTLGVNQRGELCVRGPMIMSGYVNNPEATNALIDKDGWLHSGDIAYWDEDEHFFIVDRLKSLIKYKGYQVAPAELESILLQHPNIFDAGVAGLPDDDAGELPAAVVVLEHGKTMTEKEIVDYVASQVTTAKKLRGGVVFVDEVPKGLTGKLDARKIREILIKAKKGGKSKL
TNAP inh no acc – inhibitors of human TNAP without phosphate acceptor; purified TNAP, CDP-star luminescence, 30 min; inhibition, % at 20 µM; AID 1012; hit rate 0.26% among 200,000;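 active means tissue-nonspecific alkaline phosphatase inhibition above about 50% at 20 µM in the single-dose screen, limit read from the data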;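 further: 0% = DMSO negative control and 100% = EDTA positive control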
Target sequence (P05186 whole entry, looked up): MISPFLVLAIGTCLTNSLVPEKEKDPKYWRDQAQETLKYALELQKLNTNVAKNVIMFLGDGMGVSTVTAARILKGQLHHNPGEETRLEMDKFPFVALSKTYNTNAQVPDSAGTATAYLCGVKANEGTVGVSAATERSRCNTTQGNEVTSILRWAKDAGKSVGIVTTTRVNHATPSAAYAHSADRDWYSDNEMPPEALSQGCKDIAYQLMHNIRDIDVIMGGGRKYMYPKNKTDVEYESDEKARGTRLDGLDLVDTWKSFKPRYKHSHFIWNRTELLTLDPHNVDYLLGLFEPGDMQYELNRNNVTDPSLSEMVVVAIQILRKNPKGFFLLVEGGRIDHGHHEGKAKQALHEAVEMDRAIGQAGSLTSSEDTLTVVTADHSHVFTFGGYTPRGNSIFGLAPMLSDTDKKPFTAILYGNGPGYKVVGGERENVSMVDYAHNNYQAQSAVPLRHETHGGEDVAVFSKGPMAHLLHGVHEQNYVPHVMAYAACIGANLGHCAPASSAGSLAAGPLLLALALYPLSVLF
RAM network inh – inhibitors of the yeast RAM network | S. cerevisiae dse1pr::URA3 reporter, 5-FOA growth OD615, 2 d; analog-sensitive cbk1-as2 kinase mutant strain | inhibition, % at 50 µM | hit rate 1.8% among 190,000 | AID 868;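 active means inhibition above a set limit, 3 SD over mean compound inhibition, cut at about 8.4% in these data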;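 further: 0% = DMSO-only wells with no growth and 100% = 10 µM 1-NA-PP1 full growth; inhibition rescues growth on 5-FOA so higher OD means more RAM inhibition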
bIAP inh – blocks bovine intestinal alkaline phosphatase activity; purified bovine IAP, CDP-star luminescence, 30 min; inhibition, % at 20 µM; 190,000 tested, under 10 active; AID 1019;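 active means over 50% inhibition of intestinal alkaline phosphatase at 20 µM in the single-dose screen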
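System: purified bovine intestinal alkaline phosphatase (IAP) enzyme; Input: IAP diluted 1/65,000,000 in the well; Measured by: CDP-star luminescence signal; Compound dosing: 20 µM single dose; Incubation: 30 min reaction at room temperature.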
FLuc act counter – firefly luciferase counter-screen for stimulation assays; P08659; 200,000 tested, under 10 active; activation factor at 10 µM; ATPlite luciferase biochemical, luminescence, 10 min; 0 = ATP-free wells, 1 = DMSO control;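 active means luciferase activation factor, scaled between plate controls, of at least 2 with compound at 10 µM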
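Material: luciferase plus luciferin reagent, cell-free. Medium: PBS buffer for ATP. Also added: ATP substrate, dispensed from a 10.24 µM working solution in PBS. Doses: test compounds dosed from 2 mM stocks in 100% DMSO. Incubation: 10 min post-reagent at room temperature. Technique: light output (luminescence). Read-out basis: luminescence gain marking luciferase activators.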
TNAP act hiacc – increases human TNAP activity under high phosphate acceptor concentration; P05186; 200,000 tested, under 10 active; activation factor at 20 µM; purified TNAP, CDP-star luminescence, 1 M DEA, 30 min; hits give high values; 0 = EDTA background, 1 = DMSO-only activity; AID 1136;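 active means activation factor at least 2 at 20 µM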
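Dosing: 20 µM single point. System: human TNAP. Amount: TNAP 1/800 final. Incubation: 30 min, room temperature. Read-out: TNAP activation factor scaled between EDTA and DMSO control wells. Signal: luminescence from CDP-star hydrolysis. Medium: 1 M DEA, pH 9.8, Mg2+, Zn2+. Control set: EDTA negative control, DMSO positive control.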
L major viab – Leishmania major promastigote growth inhibition. inhibition, % at 10 µM. hit rate 9% among 200,000. Leishmania major promastigotes, resazurin fluorescence viability; in the data active means inhibition above about 50%;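 further: promastigotes grown with compound for 44 hours at 28 °C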
APP transl inh – APP translation inhibition; AID 1285; SH-SY5Y APP 5'UTR-luciferase reporter, luminescence; hit rate 0.82% among 190,000; inhibition, % at 2 µM;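 active means inhibition above a set limit, derived from the sample mean plus 3 SD, cut at about 45% in these data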; further: values of inactives mirror those of a sister screen read the other way
TNAP inh hiacc – blocks human TNAP under high phosphate acceptor concentration; P05186; purified TNAP, CDP-star luminescence, 1 M DEA; inhibition, % at 20 µM; hit rate 0.03% among 200,000; AID 1135;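 active means over 50% inhibition of tissue-nonspecific alkaline phosphatase at 20 µM in the single-dose screen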;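 further: plate controls were DMSO wells for no effect and EDTA-quenched wells as full inhibition for full effect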
* hit, by the source's call. Outcome played no part in choosing rows. About 13% of those tested had a hit in this group.

Screening COc1ccc(-n2c(-c3ccccc3)nnc2-c2ccc(Cl)cc2)cc1 returned bIAP activator 1, FLuc inhib CS -2, TNAP inh no acc -8, RAM network inh 0.2, bIAP inh -2, FLuc act counter 1, TNAP act hiacc 1, L major viab 0, APP transl inh -14 and TNAP inh hiacc -4.
`O=C(CCCSc1nc2sc3c(c2c(=O)[nH]1)CCC3)NCCO` gave bIAP activator 1, FLuc inhib CS -4, TNAP inh no acc -17, RAM network inh 0.4, bIAP inh 3, FLuc act counter 1, TNAP act hiacc 1.1, L major viab -5, APP transl inh 4 and TNAP inh hiacc -9.
For Cc1nn(CC#N)c(=O)n1-c1ccc(Cl)cc1 the results were bIAP activator 1.1, FLuc inhib CS 3, TNAP inh no acc -1, RAM network inh 0.4, bIAP inh -8, FLuc act counter 1, TNAP act hiacc 1, L major viab -2, APP transl inh 2 and TNAP inh hiacc 2.
For COC(=O)c1cc(OC)c(OC)cc1NC(=O)c1ccc(OC)cc1 the results were bIAP activator 1, FLuc inhib CS -5, TNAP inh no acc -12, RAM network inh 2.3, bIAP inh 0, FLuc act counter 1.1, TNAP act hiacc 1.1, L major viab -5, APP transl inh -14 and TNAP inh hiacc -8.
`C/C(=N\NC(=O)CCn1nc(C)cc1C)C(C)(C)C` gave bIAP activator 0.8, FLuc inhib CS -5, TNAP inh no acc -16, RAM network inh 3.8, bIAP inh 17, FLuc act counter 1, TNAP act hiacc 1, L major viab -6, APP transl inh -27 and TNAP inh hiacc -3.
For Cc1ccc2cc3cc(C(=O)N4CCN(Cc5ccccc5)CC4)sc3nc2c1 the results were bIAP activator 1, FLuc inhib CS -5, TNAP inh no acc 24, RAM network inh -0.7, bIAP inh -3, FLuc act counter 1, TNAP act hiacc 1, L major viab 1, APP transl inh -3 and TNAP inh hiacc 1.
COc1ccc([N+](=O)[O-])cc1NC(=O)CSc1nc(C)c(C)c(C)n1 was read as bIAP activator 0.9, FLuc inhib CS -11, TNAP inh no acc -5, RAM network inh 2.1, bIAP inh 9, FLuc act counter 1.1, TNAP act hiacc 1.1, L major viab 37, APP transl inh -10 and TNAP inh hiacc -5.
CC(=O)Nc1ccc(C(=O)NCCCOC(C)C)cc1 was read as bIAP activator 1.2, FLuc inhib CS 1, TNAP inh no acc -5, RAM network inh -0.5, bIAP inh -23, FLuc act counter 1, TNAP act hiacc 1, L major viab -9, APP transl inh -9 and TNAP inh hiacc 1.
For CC(C)OC(=O)Cn1c(=O)oc2ccccc21 the results were bIAP activator 0.9, FLuc inhib CS -8, TNAP inh no acc -3, RAM network inh 4.2, bIAP inh 9, FLuc act counter 1.1, TNAP act hiacc 1, L major viab -1, APP transl inh -3 and TNAP inh hiacc -3.
Screening Cc1cc(=O)oc(C)c1C(=O)NCC(C)NC(=O)c1c(C)cc(=O)oc1C (stereo not given) returned bIAP activator 1.1, FLuc inhib CS -9, TNAP inh no acc -1, RAM network inh 0.0, bIAP inh -5, FLuc act counter 1.1, TNAP act hiacc 1, L major viab -6, APP transl inh -2 and TNAP inh hiacc -2.
For Cc1cc(C)c(NC(=S)N2CCCC2C(=O)O)c(C)c1 (stereo not given) the results were bIAP activator 0.7, FLuc inhib CS -1, TNAP inh no acc -9, RAM network inh -0.2, bIAP inh 34, FLuc act counter 1, TNAP act hiacc 1, L major viab -4, APP transl inh 6 and TNAP inh hiacc -3.
Screening O=C1c2ccccc2C(=O)N1/N=C/c1ccc(Oc2ccc([N+](=O)[O-])cn2)cc1 returned bIAP activator 1, FLuc inhib CS -2, TNAP inh no acc -6, RAM network inh 1.1, bIAP inh -4, FLuc act counter 1, TNAP act hiacc 1, L major viab -4, APP transl inh -10 and TNAP inh hiacc 0.
COC(=O)CN(c1ccccc1C)S(C)(=O)=O was read as bIAP activator 1, FLuc inhib CS -4, TNAP inh no acc -5, RAM network inh 2.0, bIAP inh -2, FLuc act counter 1, TNAP act hiacc 1, L major viab -2, APP transl inh 9 and TNAP inh hiacc 2.
`COc1ccc(Cl)cc1NC(=O)C(C)N1CCN(C/C=C/c2ccccc2)CC1` (stereo not given) gave bIAP activator 3.3*, FLuc inhib CS -6, TNAP inh no acc -34, RAM network inh 3.0, bIAP inh -234, FLuc act counter 1.1, TNAP act hiacc 1.1, L major viab 62*, APP transl inh 5 and TNAP inh hiacc -5.
CN(C)c1ccc(S(=O)(=O)c2ccc(Cl)cc2)cc1 was read as bIAP activator 0.9, FLuc inhib CS -3, TNAP inh no acc -7, RAM network inh 3.0, bIAP inh 11, FLuc act counter 1, TNAP act hiacc 1, L major viab -1, APP transl inh -3 and TNAP inh hiacc -2.
O=C(CSc1ccc(-c2cccc([N+](=O)[O-])c2)nn1)N1CCCC1 was read as bIAP activator 1.1, FLuc inhib CS 2, TNAP inh no acc 4, RAM network inh 0.9, bIAP inh -7, FLuc act counter 1, TNAP act hiacc 1, L major viab 0, APP transl inh -17 and TNAP inh hiacc 1.
`COC(=O)Cn1c(C(=O)N2CCCC2)cc2c1C[C@H]1CN(C(=O)c3ccccc3)[C@@](Cc3ccc(F)cc3)(C(=O)OC)[C@@H]21` gave bIAP activator 1, FLuc inhib CS -7, TNAP inh no acc -6, RAM network inh 0.1, bIAP inh -2, FLuc act counter 1.1, TNAP act hiacc 1, L major viab 15, APP transl inh 13 and TNAP inh hiacc -2.
For C/C(=N\NC(=O)c1ccc(O)cc1)c1ccc2c(c1)Nc1ccccc1S2 the results were bIAP activator 0.8, FLuc inhib CS -1, TNAP inh no acc -38, RAM network inh 4.6, bIAP inh 18, FLuc act counter 1, TNAP act hiacc 0.9, L major viab 75*, APP transl inh -14 and TNAP inh hiacc 6.
For Cc1ccc2c(c1)NC(=O)C(CC(=O)NCc1cccnc1)O2 (stereo not given) the results were bIAP activator 0.9, FLuc inhib CS -7, TNAP inh no acc 8, RAM network inh 0.6, bIAP inh 6, FLuc act counter 1.1, TNAP act hiacc 1, L major viab -4, APP transl inh -15 and TNAP inh hiacc -3.
`Cc1ccc(S(=O)(=O)c2nc(-c3ccco3)oc2NCC2CCCO2)cc1` (stereo not given) gave bIAP activator 1, FLuc inhib CS -7, TNAP inh no acc -4, RAM network inh 1.5, bIAP inh -3, FLuc act counter 1.1, TNAP act hiacc 1, L major viab 15, APP transl inh -14 and TNAP inh hiacc -1.

2 entries drawn at random from the list so far, as already listed:
For CC(C)OC(=O)Cn1c(=O)oc2ccccc21 the results were bIAP activator 0.9, FLuc inhib CS -8, TNAP inh no acc -3, RAM network inh 4.2, bIAP inh 9, FLuc act counter 1.1, TNAP act hiacc 1, L major viab -1, APP transl inh -3 and TNAP inh hiacc -3.
O=C(CSc1ccc(-c2cccc([N+](=O)[O-])c2)nn1)N1CCCC1 was read as bIAP activator 1.1, FLuc inhib CS 2, TNAP inh no acc 4, RAM network inh 0.9, bIAP inh -7, FLuc act counter 1, TNAP act hiacc 1, L major viab 0, APP transl inh -17 and TNAP inh hiacc 1.

Following part.
Cc1nnc(SCC(=O)Nc2ncc3c(n2)CCCC3=O)s1 was read as bIAP activator 0.9, FLuc inhib CS -8, TNAP inh no acc 9, RAM network inh 0.4, bIAP inh 13, FLuc act counter 1.1, TNAP act hiacc 1.1, L major viab -1, APP transl inh 8 and TNAP inh hiacc -6.
CC(C)/C=N/Nc1nc(-c2ccc(Br)cc2)cs1 was read as bIAP activator 0.8, FLuc inhib CS 4, TNAP inh no acc -2, RAM network inh -0.5, bIAP inh 20, FLuc act counter 1, TNAP act hiacc 1, L major viab 37, APP transl inh 1 and TNAP inh hiacc 0.
Screening CCOC(=O)c1c(CN(C)C)oc2cc(CN(C)C)c(O)c(CSc3ccccc3)c12 returned bIAP activator 1.1, FLuc inhib CS -4, TNAP inh no acc -2, RAM network inh 0.0, bIAP inh -12, FLuc act counter 1, TNAP act hiacc 1, L major viab 13, APP transl inh 11 and TNAP inh hiacc -4.
For CC(/C=C/c1ccccc1F)=N\NC(=O)C(C)C the results were bIAP activator 0.9, FLuc inhib CS -2, TNAP inh no acc -5, RAM network inh 0.4, bIAP inh 10, FLuc act counter 1, TNAP act hiacc 1, L major viab 1, APP transl inh -17 and TNAP inh hiacc 0.
For CC(=O)NC1C(OCc2ccccc2)OC(CO)C(OC(C)=O)C1OC(C)=O (stereo not given) the results were bIAP activator 0.9, FLuc inhib CS -4, TNAP inh no acc -8, RAM network inh 3.1, bIAP inh 11, FLuc act counter 1, TNAP act hiacc 1, L major viab -8, APP transl inh 2 and TNAP inh hiacc -1.
Fc1ccc(F)c(C2=NNC(=Nc3ccccc3F)SC2)c1 was read as bIAP activator 1, FLuc inhib CS 16, TNAP inh no acc -3, RAM network inh 1.3, bIAP inh -3, FLuc act counter 0.8, TNAP act hiacc 0.9, L major viab -3, APP transl inh -131 and TNAP inh hiacc 5.
Screening COC(=O)c1nc(NC(=O)c2ccccc2)n[nH]1 returned bIAP activator 0.9, FLuc inhib CS 2, TNAP inh no acc -14, RAM network inh 0.5, bIAP inh 11, FLuc act counter 1, TNAP act hiacc 1, L major viab -5, APP transl inh -5 and TNAP inh hiacc -3.
`CCOC(=O)c1cc(CC)sc1/N=C/C1C(=O)CC(C)(C)CC1=O` gave bIAP activator 1.1, FLuc inhib CS -2, TNAP inh no acc 16, RAM network inh 4.6, bIAP inh -6, FLuc act counter 1, TNAP act hiacc 1, L major viab -4, APP transl inh 18 and TNAP inh hiacc -1.
Screening O=C(Nc1cccc(S(=O)(=O)N2CCCCC2)c1)c1ccc([N+](=O)[O-])o1 returned bIAP activator 0.8, FLuc inhib CS -4, TNAP inh no acc -21, RAM network inh -0.2, bIAP inh 21, FLuc act counter 1, TNAP act hiacc 1, L major viab 100*, APP transl inh 45* and TNAP inh hiacc -3.
COc1ccc(-n2c(O)c(C=NC3CC3)c(=O)[nH]c2=O)cc1 was read as bIAP activator 1, FLuc inhib CS -5, TNAP inh no acc -8, RAM network inh 3.7, bIAP inh 3, FLuc act counter 1.1, TNAP act hiacc 1, L major viab -4, APP transl inh -4 and TNAP inh hiacc -4.
`COc1ccc(C(=O)Oc2cc(OC)cc(OC)c2C(C)=O)cc1` gave bIAP activator 0.9, FLuc inhib CS 1, TNAP inh no acc -9, RAM network inh 0.1, bIAP inh 12, FLuc act counter 1, TNAP act hiacc 1, L major viab -2, APP transl inh 7 and TNAP inh hiacc -4.
For Cc1ccc2cc(CCNC(=O)C(=O)c3c(C)[nH]c4ccccc34)c(=O)[nH]c2c1 the results were bIAP activator 1, FLuc inhib CS -7, TNAP inh no acc -6, RAM network inh 0.6, bIAP inh 3, FLuc act counter 1.1, TNAP act hiacc 1, L major viab 0, APP transl inh -7 and TNAP inh hiacc -5.
N#Cc1c(-c2ccncc2)c2c([nH]c1=S)CCCC2 was read as bIAP activator 1, FLuc inhib CS 18, TNAP inh no acc 0, RAM network inh 1.3, bIAP inh 2, FLuc act counter 0.8, TNAP act hiacc 1, L major viab -1, APP transl inh -14 and TNAP inh hiacc 3.
